mHtt clearance – clearance of mutant huntingtin inclusions, primary screen, imaging, HeLa Exon1htt(103Q)mCFP, confocal imaging; aggregate imaging; zero = plate's median compound well; inhibition, % at 1.5 µM; actives 0.42% (n = 47,000);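 active = inhibition of aggregate fluorescence above about 70%, also judged a hit by eye on the cell image, limit read from the data, passing the limit was not always enough; inconclusive = no rule stated for this call; inactive = not judged a hit on image review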;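 also: cells exposed to compound for three days before fixation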
mHtt clearance grain fraction – recorded beside mHtt clearance, whose call it bears; fraction fluorescence in grains; measured here: aggregate grain fluorescence fraction; active compounds read low;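 scaled fraction of total cell fluorescence in grains with unit not stated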
* marks the source's active call; other numbers are inactive results; ? = inconclusive; . = not tested or not shown. These rows are one share of the data; rates above refer to the full screens.

SMILES	mHtt clearance	mHtt clearance grain fraction
COC(=O)c1[nH]c2ccccc2c1NC(=O)CN1CCN(c2cccc(OC)c2)C(C)C1 (stereo not drawn)	16	17
CCn1nnnc1SCC(=O)N(C1CCCCC1)C1CCCCC1	11	38
CCSc1oc(-c2ccco2)nc1S(=O)(=O)c1ccccc1	12	18
CCCCCC(=O)Nc1ccc2oc(-c3ccncc3)nc2c1	1	39
COCC(=O)Nc1c(C(=O)Nc2ccccc2OC)oc2ccccc12	25	15
Cc1ccc(-c2nnc3c4ccccc4c(C)nn23)cc1NC(=O)CN1CCOCC1	-65	60
Clc1ccc(Cl)c(-c2nn3c(Cn4cnc5ccccc54)nnc3s2)c1	-57	31
CCOC(=O)c1ccc(NC(=O)CN(c2ccc(C)cc2)S(=O)(=O)c2c(C)nn(C)c2C)cc1	41	11
CCN(CCCNC(=O)CN(C)S(=O)(=O)c1cccc2nsnc12)c1ccccc1	-27	54
Cc1ccc(C(=O)N2CCCC2)cc1Br	-20	21

3 entries from above, sorted by the number in mHtt clearance, smallest number first.
SMILES	mHtt clearance	mHtt clearance grain fraction
CCN(CCCNC(=O)CN(C)S(=O)(=O)c1cccc2nsnc12)c1ccccc1	-27	54
CCn1nnnc1SCC(=O)N(C1CCCCC1)C1CCCCC1	11	38
CCOC(=O)c1ccc(NC(=O)CN(c2ccc(C)cc2)S(=O)(=O)c2c(C)nn(C)c2C)cc1	41	11

Other compounds:
SMILES	mHtt clearance	mHtt clearance grain fraction
Cc1nnc(NC(=O)Oc2ccccc2)s1	-1	37
CCOC(=O)C1CCCN(S(=O)(=O)c2cccs2)C1 (stereo not drawn)	-38	27
Cc1cc(=O)oc2cc(OC(C)C(=O)N3CCOCC3)ccc12 (stereo not drawn)	-30	30
NC(=O)CN1CCOCCOCCOCCOCCOCC1	13	35
COc1cc(OC)cc(C(=O)Nc2ccccc2C(=O)N2CCCC2)c1	21	31
COC(=O)C1=C(C)C(c2ccc(OC)cc2OC)NC(=O)N1 (stereo not drawn)	-15	24
Cc1ccc2cc3c(nc2c1)N(Cc1ccco1)CC3	-38	26
O=C(NC(C(=O)O)c1ccccc1)c1ccc(S(=O)(=O)N2CCOCC2)cc1 (stereo not drawn)	-72	34
O=C(NCN1C(=O)C2C3C=CC(C3)C2C1=O)Nc1nncs1 (stereo not drawn)	-5	47
CC1CCC(C(C)C)C(OC(=O)CSc2nnc(N)s2)C1 (stereo not drawn)	-4	42
COc1cc(OC)cc(C(=O)N2CCN(S(C)(=O)=O)CC2)c1	18	17
COc1cccc(OCCNC(=O)c2cccc(OC)c2)c1	-4	18
COCCNC(=O)C(=O)Nc1ccc(Br)cc1	-50	28
COCC(=O)Nc1nc2n(n1)C(c1ccccc1Cl)CC(c1ccc(OC)cc1)N2 (stereo not drawn)	6	34
Cc1cc(C(=O)Nc2c(C)nn(Cc3c(Cl)cccc3Cl)c2C)no1	-6	38
COc1cccc(NC(=O)N2CCN(c3ccc(C(F)(F)F)cn3)CC2)c1	-56	60
CN(CCCC(=O)Nc1ccncc1)S(=O)(=O)c1ccc(Cl)cc1	26	13
CCOc1ccc(C)cc1S(=O)(=O)NC1CCCCC1	-94	36
CC(=O)c1c(C)[nH]c(C(=O)OCn2nnc3ccccc3c2=O)c1C	-10	42
C=CCn1c(SCC(=O)NCCCC)nc2scc(-c3ccco3)c2c1=O	38	23
Cc1ccc(-c2nn(-c3ccccc3)cc2/C=C(\C#N)c2cccc(C#N)c2)o1	-9	18
COc1ccc(C2=NOC3(CC(=O)N(c4ccc(Cl)cc4)C3=O)C2)c(OC)c1 (stereo not drawn)	-55	67
COc1cc2c(cc1NC(=O)C1CCCO1)oc1ccccc12 (stereo not drawn)	28	15
COC(=O)c1ccc(CSc2nnnn2Cc2ccccc2)cc1	0	21
O=C1CC(c2ccccc2)Cc2nc(N3CCc4ccccc4C3)ncc21 (stereo not drawn)	32	26
S=C1NCCOCCOCCOCCNC(=S)NCCOCCOCCOCCN1	50	9.3
CSc1nnc(-c2ccc(S(=O)(=O)N3CCCC3)cc2)n1C	-20	25
COc1ccc(C2NC(c3ccc(OC)c(OC)c3OC)C(C)C(=O)C2C)c(OC)c1OC (stereo not drawn)	34	13
CCn1c(CSc2nc(C)cs2)nc2cc(S(=O)(=O)N(C)C)ccc21	-21	51
CCOCCCn1c(=S)[nH]c2cc(C(=O)N3CCN(C)CC3)ccc2c1=O	-20	45
c1ccc(Nc2nc(N3CCOCC3)nc(N3CCOCC3)n2)cc1	?	.
COc1ccccc1NC(=O)CNC(=O)c1ccccc1	16	15
CCSc1nnc(-c2ccc(OC)cc2)o1	-55	72
O=C(Cn1cnc2c(oc3ccccc32)c1=O)c1ccccc1	10	16
CCOc1ccc(OCC)c2sc(C)nc12	11	15
O=C1OCc2cc(NS(=O)(=O)c3cccs3)ccc21	-20	21
O=C(NCc1ccc2c(c1)OCO2)c1ccccn1	-22	22
CCOc1cccc(NC(=O)C2CC(=O)N(C)C2)c1 (stereo not drawn)	14	17
CCOC(=O)/C(C#N)=C\c1ccc(N2CCN(C)CC2)cc1	11	34
CCCCNC(=O)C1CCCN(S(=O)(=O)c2ccc(-n3cnnn3)cc2)C1 (stereo not drawn)	10	20
Cc1cc(C)nc(Nc2ncc(O)n2-c2ccccc2)n1	4	35
COc1cc(C)c(CNc2cc(C)cc(C)c2)cc1C	0	20
Cc1cc(NC(=O)Cc2ccccc2)nc2c1c(=O)oc1ccccc12	-4	38
COc1ccc(N2CCN(C(=O)C(OC(C)=O)c3ccccc3)CC2)cc1 (stereo not drawn)	7	17
COc1ccc2oc(=O)c(C(=O)N3CCN(c4ccccc4)CC3)cc2c1	18	33
Cc1ccc(NC(=O)CN2C(=O)CSC2=O)cc1	-4	21
COC(=O)c1ccsc1NC(=O)CSc1nnnn1-c1ccccc1SC	26	16
CCCCCCC(=O)Nc1nc(C)c(-c2csc(Nc3cc(OC)ccc3OC)n2)s1	-8	42
N#CCCn1c(SCC(=O)N2CCN(S(=O)(=O)c3ccccc3)CC2)nc2ccccc21	-10	38
Cc1cc2ccccc2n1CCNC(=O)Cc1cccc2ccccc12	-24	60

Remaining list, next part:
SMILES	mHtt clearance	mHtt clearance grain fraction
O=C(O)c1cccc(COCC(F)(F)C(F)F)c1	-8	20
Cc1ccc(-c2cc(-c3ccccc3C)[nH]n2)c(O)c1	22	15
CN(C)c1ccc(NC(=O)N2CCOCC2)cc1	-2	20
CCOC(=O)C1CCN(Cc2cn[nH]c2-c2ccccc2)CC1	32	24
O=C(COC(=O)c1cc(S(=O)(=O)N2CCOCC2)cs1)c1ccccc1	-29	21
Cc1ccccc1OCC1CN(CN2CCOCC2)C(=O)O1 (stereo not drawn)	-36	46
CCCOC(=O)CSC1=C(C#N)C(c2ccccc2Cl)CC(=O)N1 (stereo not drawn)	2	47
CCCCc1nc(S(=O)(=O)c2ccc(Cl)cc2)c(N2CCOCC2)o1	-71	31
Clc1ccc(-c2cn3cccnc3n2)cc1	-43	34
CCn1c(CC(=O)Nc2ccc(C)c(Cl)c2)nnc1SCc1ccc(Cl)c(Cl)c1	10	30

Three entries drawn at random from those above, as already listed:
SMILES	mHtt clearance	mHtt clearance grain fraction
Cc1cc(C(=O)Nc2c(C)nn(Cc3c(Cl)cccc3Cl)c2C)no1	-6	38
CCOC(=O)C1CCN(Cc2cn[nH]c2-c2ccccc2)CC1	32	24
CCSc1nnc(-c2ccc(OC)cc2)o1	-55	72

Following part:
SMILES	mHtt clearance	mHtt clearance grain fraction
COc1ccc(C(=O)NCC(C)CN(C)C)cc1 (stereo not drawn)	50	15
O=C(c1ccc(F)cc1)C1CCN(C(=O)NCc2ccccc2)CC1	-2	20
O=C(Nc1cccc(NC(=O)N2CCN(c3ccccc3)CC2)c1)N1CCN(c2ccccc2)CC1	-14	42
O=C1c2ccccc2COc2ccc(O)cc21	31	26
COc1ccc(C2=Nn3c(nnc3-c3ccccn3)SC2)cc1	-26	44
Cc1cc(/C=N/NC(=O)C(=O)N2CCCC2)c(C)n1-c1cccc(Br)c1	-34	41
COc1ccc(-c2nnc3sc(-c4cccs4)nn23)cc1OC	10	18
COCc1cc(=O)n2[nH]c(-c3ccsc3-n3c(C)ccc3C)cc2n1	-8	26
Cc1cc(NC(=O)Cn2c(=O)n(Cc3ccccc3)c(=O)c3ccccc32)no1	28	28
Cc1ccc(S(=O)(=O)NC(=O)COc2ccccc2C(N)=O)cc1	34	11

Single records, from the list above. Order of screens: mHtt clearance, mHtt clearance grain fraction
`COc1ccc(C2=Nn3c(nnc3-c3ccccn3)SC2)cc1` is listed with -26, 44
`Cc1cc(/C=N/NC(=O)C(=O)N2CCCC2)c(C)n1-c1cccc(Br)c1` is listed with -34, 41
`Cc1ccc(S(=O)(=O)NC(=O)COc2ccccc2C(N)=O)cc1` is listed with 34, 11
`COCc1cc(=O)n2[nH]c(-c3ccsc3-n3c(C)ccc3C)cc2n1` is listed with -8, 26
`O=C1c2ccccc2COc2ccc(O)cc21` is listed with 31, 26

Additional results:
SMILES	mHtt clearance	mHtt clearance grain fraction
O=C(O)c1ccc(-n2c(-c3ccccc3)n[nH]c2=S)cc1	-2	20
CSc1nnc2n(Cc3ccccc3)c(=O)c3c4c(sc3n12)COC(C(C)C)C4 (stereo not drawn)	-27	35
Cc1ccccc1NC(=O)c1ccccc1O	21	14
O=C(O)c1cccc(NS(=O)(=O)c2ccc3nnn(O)c3c2)c1	-27	23
Nc1cc(S(=O)(=O)C(F)(F)F)ccc1C(=O)O	23	16
Cc1nc2ccccn2c1C(=O)NCCCN1CCOCC1	-24	24
CC1CCCC(C)N1CCCNC(=O)Cn1cc2c(n1)CCCC2 (stereo not drawn)	29	32
Cc1cc(C)c(S(=O)(=O)NCCn2ccc3ccccc32)c(C)c1	22	32
O=C(Nc1ccc(S(=O)(=O)N2CCCCC2)cc1)c1ccncc1	45	20
COCCn1c(SCC(=O)N2CCCC2)nnc1-c1ccoc1C	-43	31

Sorted by heavy-atom count (rising): seven of the compounds above.
SMILES	mHtt clearance	mHtt clearance grain fraction
O=C1OCc2cc(NS(=O)(=O)c3cccs3)ccc21	-20	21
CCOc1ccc(C)cc1S(=O)(=O)NC1CCCCC1	-94	36
Cc1cc(C)c(S(=O)(=O)NCCn2ccc3ccccc32)c(C)c1	22	32
Cc1cc(C(=O)Nc2c(C)nn(Cc3c(Cl)cccc3Cl)c2C)no1	-6	38
CCOCCCn1c(=S)[nH]c2cc(C(=O)N3CCN(C)CC3)ccc2c1=O	-20	45
COCC(=O)Nc1nc2n(n1)C(c1ccccc1Cl)CC(c1ccc(OC)cc1)N2 (stereo not drawn)	6	34
O=C(Nc1cccc(NC(=O)N2CCN(c3ccccc3)CC2)c1)N1CCN(c2ccccc2)CC1	-14	42

(list continues)
SMILES	mHtt clearance	mHtt clearance grain fraction
COC(=O)CCCC[C@@H]1SC[C@@H](NC(=O)OC)[C@@H]1NC(=O)OC	29	13
Clc1ccc(-c2nnc(N3CCCC3)nn2)cc1	-17	47
CCOC(=O)c1c(N)sc(C(C)=O)c1C	-58	63
Cc1ccccc1OC(C)C(=O)NC1CCCC1 (stereo not drawn)	14	15
COc1ccc(N2CCN(S(=O)(=O)c3ccc(Br)s3)CC2)cc1	1	36
COC(=O)Cc1n[nH]c(=S)[nH]c1=O	8	35
COc1ccccc1C(=O)N1CCN(S(=O)(=O)Cc2ccccc2)CC1	-8	46
CCCCCC(=O)N(O)C1CC(=O)N(c2ccccc2)C1=O (stereo not drawn)	1	36
c1ccc2c(c1)ncn2CCOCCOCCn1cnc2ccccc21	54	8.8
Cn1c(=O)n(C)c2cc(C(N)=O)ccc21	17	17
NC(=O)c1cnn2c(C(F)(F)F)cc(-c3ccccc3)nc12	15	14

Source: PubChem (Columbia University Molecular Screening Center)
